Assay outcomes (PubChem)
IDH1 R132H inh = inhibitors of human IDH1 R132H; O75874; IDH1 R132H reductase, diaphorase/resazurin fluorescence, 60 min; inhibition, % at 10 µM; hit rate 0.18% among 70,000; in the data active = inhibition above about 34%;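 note: 0% = DMSO and 100% = no enzyme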
Target sequence (O75874 whole entry R132H): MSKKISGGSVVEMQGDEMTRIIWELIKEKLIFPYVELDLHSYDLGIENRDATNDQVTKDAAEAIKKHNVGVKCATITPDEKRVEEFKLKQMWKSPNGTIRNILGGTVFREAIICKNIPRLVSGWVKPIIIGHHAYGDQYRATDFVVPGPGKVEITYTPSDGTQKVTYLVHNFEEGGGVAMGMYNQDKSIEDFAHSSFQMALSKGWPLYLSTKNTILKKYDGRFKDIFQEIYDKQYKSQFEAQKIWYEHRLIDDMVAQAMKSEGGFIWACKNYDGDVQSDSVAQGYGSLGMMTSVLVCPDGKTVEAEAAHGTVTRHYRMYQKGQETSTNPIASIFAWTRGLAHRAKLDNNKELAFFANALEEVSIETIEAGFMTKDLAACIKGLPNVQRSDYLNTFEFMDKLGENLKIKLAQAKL
EZH2 inh = EZH2 (human) methyltransferase inhibition. Q15910. PRC2 H3K27 methylation, DELFIA TRF, 1 h. inhibition, % at 12.5 µM. hit rate 0.35% among 57,000. AID 651548;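 active = mean inhibition of replicates at least 50% and every single replicate also reaching 50%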;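 note: dimethyl H3K27 on biotinylated H3 21-44 peptide detected by antibody; plate controls were median neutral control wells for no effect and median positive control wells for full effect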
The depositor's hits bear a star; x = no result given. Only part of the results is shown; count on the stated rates, not on these rows.

SMILES	IDH1 R132H inh	EZH2 inh
C[C@@H]1CCCCO[C@H](CN(C)S(=O)(=O)c2ccc(F)cc2)[C@H](C)CN([C@H](C)CO)C(=O)c2cc(NC(=O)Nc3ccc(F)cc3)ccc2O1	0.7	x
C=CC[C@]12N=C(c3ccc(OCCCO)cc3)O[C@H]1c1ccccc1CN(Cc1ccccc1)C2=O	0.4	6
C[C@@H]1CN([C@H](C)CO)C(=O)c2cccc(NC(=O)NC3CCCCC3)c2O[C@@H]1CN(C)Cc1ccc(C(=O)O)cc1	-5.9	1
C[C@H]1CN([C@@H](C)CO)C(=O)c2cc(NS(=O)(=O)c3cn(C)cn3)ccc2O[C@@H]1CN(C)C(=O)Nc1ccc(F)cc1	1.3	x
CCCC(=O)Nc1ccc2c(c1)C(=O)N(C)C[C@H](OC)[C@@H](C)CN(Cc1ccccc1)[C@@H](C)CO2	0.0	-14
O=C(C[C@@H]1C[C@H]2c3cc(NC(=O)CC4CC4)ccc3O[C@H]2[C@H](CO)O1)NCc1ccc(Cl)cc1	-2.8	8
COC(=O)c1sccc1NC(=O)Cn1cnc2c1c(=O)n(C)c(=O)n2C	0.2	-2
CNC[C@@H]1Oc2c(NC(=O)c3cc(C)nn3C)cccc2C(=O)N([C@@H](C)CO)C[C@@H]1C	0.7	x
Cc1ccc(S(=O)(=O)N[C@@H]2CC[C@@H](CCNC(=O)Nc3ccc(Cl)cc3)O[C@@H]2CO)cc1	0.3	-8
O=C(Cn1c(S(=O)(=O)Cc2ccccc2)nc2ccccc21)N1CCOCC1	-0.1	-11
COc1ccccc1S(=O)(=O)N[C@H]1CC[C@H](CC(=O)N2CCOCC2)O[C@H]1CO	0.3	18
O=C(C[C@H]1CC[C@@H](NC(=O)Nc2ccc(F)cc2)[C@H](CO)O1)NCc1cccc(F)c1	-0.1	-2
COc1ccc(NC(=O)Nc2ccc3c(c2)CC(=O)N([C@@H](C)CO)C[C@H](C)[C@H](CN(C)C(=O)Nc2ccc(F)cc2)O3)cc1	-0.6	-8
C[C@@H]1CN([C@H](C)CO)C(=O)c2cc(NS(=O)(=O)c3ccccc3)ccc2O[C@H]1CN(C)S(=O)(=O)c1cccs1	-0.8	x
CCOC(=O)c1ccc(NC(=O)Cn2c(C(F)(F)F)nc3ccccc32)cc1	0.7	1
COC(=O)c1ccc(CSc2nnc(CN3CCOCC3)n2C)cc1	-0.3	10
C[C@@H]1CN([C@H](C)CO)C(=O)c2cc(NC(=O)Nc3ccccc3)ccc2O[C@@H]1CN(C)Cc1ccc(C(F)(F)F)cc1	0.3	x
CC(C)NC(=O)N(C)C[C@H]1Oc2c(NC(=O)CCCCCC(=O)Nc3ccccc3N)cccc2C(=O)N([C@@H](C)CO)C[C@H]1C	0.1	-16
Fc1ccccc1-c1n[nH]c(=S)n1CCCN1CCOCC1	-0.1	10
CO[C@@H]1CN(C)C(=O)c2ccc(NC(C)=O)cc2OC[C@H](C)N(Cc2cccc(F)c2)C[C@H]1C	-0.2	8

The final 4 records of the part before lead into the next.
SMILES	IDH1 R132H inh	EZH2 inh
C[C@@H]1CN([C@H](C)CO)C(=O)c2cc(NC(=O)Nc3ccccc3)ccc2O[C@@H]1CN(C)Cc1ccc(C(F)(F)F)cc1	0.3	x
CC(C)NC(=O)N(C)C[C@H]1Oc2c(NC(=O)CCCCCC(=O)Nc3ccccc3N)cccc2C(=O)N([C@@H](C)CO)C[C@H]1C	0.1	-16
Fc1ccccc1-c1n[nH]c(=S)n1CCCN1CCOCC1	-0.1	10
CO[C@@H]1CN(C)C(=O)c2ccc(NC(C)=O)cc2OC[C@H](C)N(Cc2cccc(F)c2)C[C@H]1C	-0.2	8
C[C@H]1CN([C@@H](C)CO)C(=O)c2cccc(NS(C)(=O)=O)c2O[C@@H]1CN(C)Cc1ccc(C(=O)Nc2ccccc2N)cc1	x	-41
C[C@H](CO)N1C[C@H](C)[C@H](CN(C)C(=O)Nc2ccc(F)cc2)Oc2ncc(-c3cc4ccccc4o3)cc2C1=O	0.2	x
COc1ccc(S(=O)(=O)N(C)C[C@@H]2OCCCC[C@H](C)Oc3ccc(NC(=O)CCCN(C)C)cc3C(=O)N([C@@H](C)CO)C[C@H]2C)cc1	0.0	x
CC(C)NC(=O)Nc1ccc2c(c1)C(=O)N([C@@H](C)CO)C[C@H](C)[C@H](CN(C)S(=O)(=O)c1cccs1)OCCCC[C@H](C)O2	0.6	x
CC(=O)c1cccc(NC(=O)CN(c2ccc(Br)c(C)c2)S(C)(=O)=O)c1	-0.2	2
CS(=O)(=O)N(CC(=O)Nc1cccc(Br)c1)c1cccc2ccccc12	-0.3	10
CC(=O)N1CCN(C(=S)c2ccc(-c3ccc(C)cc3)o2)CC1	2.4	-9
COc1cccc(-c2cn(CC[C@@H]3CC[C@@H](NS(=O)(=O)Cc4ccccc4)[C@H](CO)O3)nn2)c1	-0.8	0
CC1(C)CC(n2c(NCCO)nc3c(c2=O)C2(CCCCC2)Cc2ccccc2-3)CCO1 (stereo not drawn)	0.7	-17
Cc1noc(C)c1S(=O)(=O)Nc1ccc2c(c1)C(=O)N([C@H](C)CO)C[C@@H](C)[C@@H](CN(C)Cc1ccncc1)OCCCC[C@@H](C)O2	11	x

Among those listed so far, two have two or more sulfur atoms.
SMILES	IDH1 R132H inh	EZH2 inh
C[C@@H]1CN([C@H](C)CO)C(=O)c2cc(NS(=O)(=O)c3ccccc3)ccc2O[C@H]1CN(C)S(=O)(=O)c1cccs1	-0.8	x
CC(C)NC(=O)Nc1ccc2c(c1)C(=O)N([C@@H](C)CO)C[C@H](C)[C@H](CN(C)S(=O)(=O)c1cccs1)OCCCC[C@H](C)O2	0.6	x

Continuation.
SMILES	IDH1 R132H inh	EZH2 inh
C[C@@H]1CN([C@H](C)CO)C(=O)c2cccc(NC(=O)Nc3ccc(F)cc3)c2O[C@H]1CN(C)Cc1ccc(C(F)(F)F)cc1	1.2	-29
Cc1cccc(S(=O)(=O)N[C@@H]2CC[C@H](CCNC(=O)Nc3cc(F)ccc3F)O[C@@H]2CO)c1	-0.3	-2
CO[C@H]1CN(C)C(=O)c2cc(NC(=O)C3CCC3)ccc2OC[C@@H](C)N(Cc2ccccn2)C[C@H]1C	0.0	9
CC(=O)Nc1cccc(-c2nnc(SCC(=O)N3CCN(c4ccccc4)CC3)n2C)c1	0.1	-8
COc1ccc(S(=O)(=O)N(C)C[C@@H]2Oc3ccc(NS(=O)(=O)c4ccc(F)cc4)cc3C(=O)N([C@H](C)CO)C[C@H]2C)cc1	2.0	x
O=C(N[C@H]1CC[C@H](CCNC(=O)C2CC2)O[C@H]1CO)c1ccncc1	0.2	-10
COc1ccc(NC(=O)Nc2ccc3c(c2)C(=O)N([C@H](C)CO)C[C@H](C)[C@@H](CN(C)S(=O)(=O)c2ccc(OC)cc2)O3)cc1	-1.0	x
C[C@H](CO)N1C[C@H](C)[C@@H](CN(C)S(=O)(=O)c2ccc(Cl)cc2)Oc2c(NC(=O)CCCCCC(=O)Nc3ccccc3N)cccc2C1=O	x	-18
CN(C)CC(=O)N[C@@H]1CC[C@H](CC(=O)NCc2ccccc2F)O[C@@H]1CO	-0.1	12
CC(=O)N(C)C[C@H]1Oc2cc(/C=C/c3ccccc3)ccc2S(=O)(=O)N([C@H](C)CO)C[C@@H]1C	-2.8	4
C[C@H](CO)N1C[C@H](C)[C@H](CN(C)Cc2ccc3c(c2)OCO3)OCCCC[C@H](C)Oc2ccc(NC(=O)CCC(F)(F)F)cc2C1=O	1.5	x
C[C@@H]1CN([C@H](C)CO)C(=O)Cc2cc(NS(C)(=O)=O)ccc2O[C@@H]1CN(C)S(=O)(=O)c1ccccc1	0.0	x
COCC(=O)Nc1ccc2c(c1)C(=O)N(C)C[C@H](OC)[C@H](C)CN(C(=O)c1ccncc1)[C@H](C)CO2	0.2	7
C[C@@H]1CN([C@@H](C)CO)C(=O)c2cc(C#CC3CC3)cnc2O[C@@H]1CN(C)C(=O)C1CCCCC1	-0.1	-2
Cc1noc(C)c1NC(=O)Nc1ccc2c(c1)CC(=O)N([C@H](C)CO)C[C@H](C)[C@H](CN(C)S(=O)(=O)c1cn(C)cn1)O2	-1.9	x
C[C@@H]1CN([C@@H](C)CO)C(=O)c2cccc(NC(=O)Nc3ccccc3)c2O[C@H]1CN(C)C	2.0	2
C[C@H]1CN([C@@H](C)CO)C(=O)Cc2cc(N(C)C)ccc2O[C@H]1CN(C)CC1CC1	0.0	-6
C[C@H](CO)N1C[C@H](C)[C@H](CN(C)S(=O)(=O)c2ccccc2)Oc2ccc(NC(=O)Nc3cccc4ccccc34)cc2C1=O	-1.6	-20
C[C@@H]1CN([C@H](C)CO)S(=O)(=O)c2ccc(C3=CCCC3)cc2O[C@@H]1CN(C)C(=O)c1ccc(F)cc1	6.6	-9
O=C(C[C@H]1CC[C@@H](NC(=O)CCN2CCCCC2)[C@H](CO)O1)Nc1ccc(-c2ccccc2)cc1	-0.2	-19
COc1ccc(C#Cc2cnc3c(c2)C(=O)N([C@H](C)CO)C[C@H](C)[C@H](CN(C)S(=O)(=O)c2cn(C)cn2)O3)cc1OC	-1.0	x
C[C@@H]1CN([C@@H](C)CO)C(=O)Cc2cc(NS(=O)(=O)c3ccc(F)cc3)ccc2O[C@@H]1CN(C)Cc1ccc(-c2ccccc2)cc1	-1.3	x
C=CCNC(=O)[C@H]1[C@@H]2C(=O)O[C@@H](c3ccccc3)[C@@H](c3ccccc3)N2[C@@H](c2ccc(O)cc2)[C@]12C(=O)N(C(=O)OCCOC)c1ccc(C#CC3(O)CCCCCC3)cc12	0.2	-26
Cc1ccc2oc(-c3ccc(C)c(NC(=O)COc4ccc(Br)cc4)c3)nc2c1	-0.5	0
O=C(C[C@@H]1CC[C@H](NC(=O)C2CCC2)[C@@H](CO)O1)NCc1ccccc1Cl	-0.1	-5
C[C@H]1CN([C@@H](C)CO)C(=O)c2cc(NC(=O)C3CC3)ccc2O[C@@H]1CN(C)Cc1ccccc1	0.7	-11
COc1ccc(S(=O)(=O)N(C)C[C@H]2Oc3ccc(NC(=O)Nc4cccc5ccccc45)cc3C(=O)N([C@H](C)CO)C[C@H]2C)cc1	0.0	x
C[C@@H]1CN([C@@H](C)CO)C(=O)c2cc(NC(=O)Cc3cn(C)c4ccccc34)ccc2O[C@@H]1CN(C)C(=O)Nc1ccc2c(c1)OCO2	-0.4	x
Cc1ccc(S(=O)(=O)N(C)C[C@H]2Oc3c(cccc3N(C)C)C(=O)N([C@@H](C)CO)C[C@@H]2C)cc1	-5.6	1
Cc1ccc(-c2cnc3c(c2)C(=O)N([C@H](C)CO)C[C@@H](C)[C@@H](CN(C)C(=O)Cc2ccncc2)O3)cc1	-1.1	-3
Cc1nnc(SCC(=O)Nc2ccc([N+](=O)[O-])cc2O)s1	0.1	-12
O=C(N1CCCCC1)[C@]1(CCS(=O)(=O)c2ccccc2)N=C(c2ccc(OCCCO)cc2)O[C@@H]1c1ccccc1	x	8
C[C@@H]1CN([C@H](C)CO)C(=O)Cc2cc(NS(=O)(=O)c3ccccc3)ccc2O[C@H]1CN(C)S(=O)(=O)c1ccccc1	0.7	x
Cc1ccc(S(=O)(=O)NCC[C@H]2CC[C@@H](NS(=O)(=O)c3ccccc3Cl)[C@@H](CO)O2)cc1	-0.2	-3
O=C(C1=C[C@H](c2ccc(Br)cc2)C[C@H](OCCCCO)O1)N1CCN(Cc2ccccc2)CC1	x	-1
C[C@@H]1CCCCO[C@@H](CN(C)Cc2ccccc2)[C@H](C)CN([C@@H](C)CO)C(=O)c2cc(N(C)C)ccc2O1	0.2	20
C[C@H](CO)N1C[C@H](C)[C@H](CN(C)S(=O)(=O)c2cn(C)cn2)OCCCC[C@H](C)Oc2ccc(NC(=O)Nc3ccc(C(F)(F)F)cc3)cc2C1=O	1.9	x
COCC#Cc1ccc2c(c1)O[C@H](CN(C)C(=O)c1ccccc1)[C@H](C)CN([C@H](C)CO)S2(=O)=O	-2.2	-12
COc1ccc(CN(C)C[C@H]2OCCCC[C@@H](C)Oc3ccc(NS(=O)(=O)c4c(C)noc4C)cc3C(=O)N([C@@H](C)CO)C[C@H]2C)cc1	-0.1	x
COc1ccc(S(=O)(=O)Nc2ccc3c(c2)C(=O)N([C@H](C)CO)C[C@@H](C)[C@@H](CN(C)S(=O)(=O)c2cn(C)cn2)O3)cc1	-2.0	x
COc1cc(C[C@H]2CO[C@H](c3ccc(O[C@@H]4O[C@H](CO)[C@@H](O)[C@H](O)[C@H]4O)c(OC)c3)[C@H]2CO)ccc1O	-0.2	100*
C[C@H](CO)N1C[C@H](C)[C@@H](CN(C)CC2CCCC2)Oc2ncc(C#Cc3ccncc3)cc2C1=O	0.5	x
C[C@H](CO)N1C[C@H](C)[C@@H](CN(C)C)Oc2ncc(C3=CCCC3)cc2C1=O	-2.0	-14
O=C(NCc1ccccn1)C(=O)Nc1ccccc1F	-0.1	-3
COc1ccc(C2(CNC(=O)CC#N)CCCC2)cc1OC	-0.9	x
CC(C)C#Cc1ccc2c(c1)O[C@@H](CN(C)CC1CCOCC1)[C@H](C)CN([C@H](C)CO)S2(=O)=O	-0.3	15
C[C@H]1CN([C@@H](C)CO)C(=O)c2cc(C#Cc3cccnc3)cnc2O[C@@H]1CN(C)Cc1ccc(F)cc1	0.2	-6

In the list so far, three have a thiophene ring, fused or not:
SMILES	IDH1 R132H inh	EZH2 inh
COC(=O)c1sccc1NC(=O)Cn1cnc2c1c(=O)n(C)c(=O)n2C	0.2	-2
C[C@@H]1CN([C@H](C)CO)C(=O)c2cc(NS(=O)(=O)c3ccccc3)ccc2O[C@H]1CN(C)S(=O)(=O)c1cccs1	-0.8	x
CC(C)NC(=O)Nc1ccc2c(c1)C(=O)N([C@@H](C)CO)C[C@H](C)[C@H](CN(C)S(=O)(=O)c1cccs1)OCCCC[C@H](C)O2	0.6	x
